Screens as filed in PubChem BioAssay.
NCI-60 one-dose screen, 48 h, at 10 µM unless noted. Numbers give growth in % (100 = growth as untreated, 0 = no growth, -100 = all killed).
NCI/ADR-RES: NCI/ADR-RES ovarian cells | AID 1794790 | 4.4% of 81,000 active
NCI-H460: NCI-H460 lung cancer; 6.8% of 82,000 active; AID 1794736
NCI-H522: NCI-H522 lung cancer | 8% of 78,000 active | AID 1794739
NCI-H23: NCI-H23 lung cancer. 4% of 80,000 active
IGROV1: IGROV1 ovarian cancer; 4.7% of 79,000 active; AID 1794786
COLO 205: COLO 205 colon cancer | 7.3% of 79,000 active | AID 1794742
NCI-H226: NCI-H226 lung cancer | AID 1794732 | 3.5% of 79,000 active
NCI-H322M: NCI-H322M lung cancer; AID 1794733; 2.7% of 80,000 active
SK-OV-3: SK-OV-3 ovarian cancer cells; AID 1794785; 3.2% of 80,000 active
* = called active by the depositor; / = not tested or not shown; & = joins results of further samples. The calls were made as follows: active = growth percent below 10; inactive = the rest.

SMILES	NCI/ADR-RES	NCI-H460	NCI-H522	NCI-H23	IGROV1	COLO 205	NCI-H226	NCI-H322M	SK-OV-3
CCOC(=O)c1c(C)oc2ncnc(Nc3ccc(C(=O)Nc4ccc(OC)cc4)cc3)c12	89	97	84	96	108	/	94	112	94
COc1cc2c(c(Cl)c1OC)CCN(C)CC2c1ccccc1 (centres undefined)	88	95	88	103	101	109	112	100	108
CC1CCC(OC(=O)CC#N)CC1 (centres undefined)	110	107	95	108	105	123	101	115	115
Cn1c(=O)c2nc(CC(O)c3ccccc3)c(=O)[nH]c2n(C)c1=S (centres undefined)	99	102	95	100	109	118	99	104	103
CCc1cc2c(cc1C(=O)CBr)C(C)(C)CCC2(C)C	107	104	94	108	110	98	108	107	106
COc1ccc(C2NC(=O)NC=C2C(=O)c2cc3ccccc3oc2=O)cc1 (centres undefined)	102	98	86	91	90	105	89	100	88
COc1ccc(C(=O)/C=C/c2cn(Cc3ccc(Cl)cc3)c3ccccc23)cc1	38	12	26	87	24	63	55	80	57
CC(C)CSc1nc(NC2CC2)c(C#N)c(-c2ccccc2)n1	60	88	75	88	94	102	78	85	76
O=S(=O)(Nc1ccc(I)cc1Cl)c1ccc(-c2cnc(C3CC3)o2)cc1	28	29	34	45	43	50	62	65	58
NS(=O)(=O)c1ccc(CCn2c(SCC(=O)N/N=C/c3c(Cl)cccc3Cl)nc3ccccc3c2=O)cc1	104	101	88	93	97	111	97	105	112
O=C1CCC2=C3C4CCCC5OC6CC(=O)CCC6=C(C6CCCC(OC2C1)C36)C54 (centres undefined)	88	97	104	97	97	113	94	107	118
O=S(=O)(NCCCNc1cc(-c2cn(-c3ccccc3)nc2-c2ccccc2)ccn1)c1ccc(C(F)(F)F)cc1	46	51	72	59	59	33	54	67	69
COc1ccc(-c2cc(C(=O)N=Nc3c(O)[nH]c4ccc(Cl)cc34)c3ccccc3n2)cc1	29	0.6*	-16*	14	-19*	7.8*	82	79	78
O=c1cc(C2NNC(=S)N2)c2ccc3ccccc3c2o1 (centres undefined)	101	99	87	92	77	104	101	101	97
OCc1ccc2ccccc2n1	102	103	/	104	109	110	92	107	96
Nc1c(C(=O)Nc2cccnc2)sc2nc3c(cc12)CCCC3	104	100	79	96	104	109	87	111	92
CCCCC1=NC2(CCCC2)C(=O)N1Cc1ccc(-c2ccccc2-c2nn[nH]n2)cc1	93	104	90	94	95	103	98	92	107
CN(C)c1nc(N)c2nccnc2n1	99	108	/	88	/	100	105	/	110
Cc1nnc2n1N=C(c1ccc(Br)cc1)CS2	103	102	97	99	98	121	100	92	111
O=C1Nc2ccccc2/C1=C/C(=O)c1ccc(-n2ccnc2)cc1	100	103	93	99	77	110	94	103	94
CSCOC(=O)/C(CCC=C(C)C)=C1\[C@@H](OC(C)=O)C[C@@]2(C)[C@H]1CC(=O)[C@H]1[C@@]3(C)CCNC(=O)[C@@H](C)[C@@H]3CC[C@@]12C	96	105	98	95	106	110	/	103	/
Cc1cc(=O)oc2cc(OCCOc3ccc(/C=C/C(=O)Nc4ccccc4[N+](=O)[O-])cc3)ccc12	113	110	108	/	102	118	114	112	114
CN(C)N=Nc1nn(C(=O)Nc2ccc(Cc3ccccc3)cc2)c2cc(Cl)ccc12	102	99	107	103	99	106	96	108	102
COc1ccc(C(=O)C(CN(C)C)CN(C)C)cc1	101	102	-54*	96	140	-75*	113	98	108
CCCCSc1nc(Nc2ccc(S(N)(=O)=O)cc2)c(C#N)c(-c2cc(OC)c(OC)c(OC)c2)n1	33	36	63	83	47	40	59	75	105
C=CCOc1c(CCC)cc(CCC)cc1C(N)=O	88	109	99	92	104	132	97	109	112
C[C@H](CCCCO)[C@H]1CC[C@H]2[C@@H]3CC[C@@H]4CNCCC[C@]4(C)[C@H]3CC[C@]12C	104	103	96	102	104	106	105	98	105
COc1ccc(-c2nc3sc(C)nn3c2/C=C/C(=O)c2cc(OC)c(OC)c(OC)c2)cc1	93	101	72	94	100	115	101	84	94
CN(C)CCn1c2ccccc2c2nc3cc4ccccc4cc3nc21	-19*	-52*	27	17	-9.7*	17	27	30	46
N#CCCC(CCC#N)(CCC#N)C(=O)c1ccc(Cl)c(Cl)c1	105	105	91	104	107	103	98	101	104

Retrieved one by one from the entries so far, 7 records:
SMILES	NCI/ADR-RES	NCI-H460	NCI-H522	NCI-H23	IGROV1	COLO 205	NCI-H226	NCI-H322M	SK-OV-3
N#CCCC(CCC#N)(CCC#N)C(=O)c1ccc(Cl)c(Cl)c1	105	105	91	104	107	103	98	101	104
CN(C)N=Nc1nn(C(=O)Nc2ccc(Cc3ccccc3)cc2)c2cc(Cl)ccc12	102	99	107	103	99	106	96	108	102
CN(C)CCn1c2ccccc2c2nc3cc4ccccc4cc3nc21	-19*	-52*	27	17	-9.7*	17	27	30	46
Cc1cc(=O)oc2cc(OCCOc3ccc(/C=C/C(=O)Nc4ccccc4[N+](=O)[O-])cc3)ccc12	113	110	108	/	102	118	114	112	114
C=CCOc1c(CCC)cc(CCC)cc1C(N)=O	88	109	99	92	104	132	97	109	112
CCCCSc1nc(Nc2ccc(S(N)(=O)=O)cc2)c(C#N)c(-c2cc(OC)c(OC)c(OC)c2)n1	33	36	63	83	47	40	59	75	105
CSCOC(=O)/C(CCC=C(C)C)=C1\[C@@H](OC(C)=O)C[C@@]2(C)[C@H]1CC(=O)[C@H]1[C@@]3(C)CCNC(=O)[C@@H](C)[C@@H]3CC[C@@]12C	96	105	98	95	106	110	/	103	/

(further entries)
SMILES	NCI/ADR-RES	NCI-H460	NCI-H522	NCI-H23	IGROV1	COLO 205	NCI-H226	NCI-H322M	SK-OV-3
CCOC(=O)C(CCC#N)(CCC#N)C(=O)OCC	105	103	117	97	126	102	98	113	108
COc1ccc(Cn2cc3c(c2-c2ccccc2)CCCc2cnoc2-3)cc1[N+](=O)[O-]	42	56	58	75	64	47	67	96	75
COc1ccc(OC)c(-c2nc3cc4nc5ccccc5[nH]c4cc3n2)c1	99	104	80	86	87	101	97	97	82
O=C1/C(=C2\SC(=S)N(Cc3ccco3)C2=O)SC(=S)N1Cc1ccco1	101	101	89	101	83	105	99	94	117
COc1cccc(N(C(C)=O)c2nc(OC(C)=O)cs2)c1	111	102	92	100	98	116	102	103	101
C#CCOCC1CN(c2ccccc2)C(=O)O1 (centres undefined)	105	103	93	106	107	103	100	99	99
c1cc2ccc1CNCCN1CCNCc3ccc(cc3)Oc3ccc(cc3)CNCCN(CCNCc3ccc(cc3)O2)CCNCc2ccc(cc2)Oc2ccc(cc2)CNCC1	103	-66*	-84*	-79*	-64*	-87*	-57*	-29*	/
CCCCCCCCCCCC(=O)NN	93	104	75	92	102	108	95	93	101
COc1cc(-c2nn(-c3cccc(NC(=O)Nc4cccc(C(F)(F)F)c4)c3)cc2-c2ccncc2)ccc1Cl	-12*	-7.9*	-31*	-12*	14	-89*	4.3*	22	4.1*
COc1ccccc1-n1c(SCc2cc(OC)c(OC)c(OC)c2)nc2ccc(Cl)cc2c1=O	20	11	/	36	48	28	/	55	59
O=S(Cc1ccccc1)c1ccccc1 (centres undefined)	104	103	98	101	117	113	97	/	106
C=CCc1ccccc1OCC(=O)O	99	102	99	95	105	109	96	112	100
c1ccc(CNc2nc(Nc3ccccc3)nc3ccccc23)cc1	62	48	41	65	63	75	/	46	3.4*
COc1ccc2c(c1)C=CC(C#N)N2 (centres undefined)	106	115	104	106	125	113	111	128	106
CC(=O)/C(=C/c1ccc(-c2ccccc2)cc1)C(=O)c1ccccc1	93	100	62	92	91	94	83	100	95
Cc1sc2nc(NCCc3c[nH]c4ccc(F)cc34)[nH]c(=O)c2c1C	98	90	87	101	94	101	93	95	94
Cc1nc2nc(C)[nH]c2c(=O)[nH]1	105	109	97	95	/	109	103	106	112
Fc1ccc2c(-c3cncn3Cc3ccc(I)cc3)c[nH]c2c1	71	91	69	91	83	94	89	89	103
O=C1c2c(nc3ccccn23)NC(c2cccnc2)=N[C@H]1Cc1ccccc1	100	105	97	97	109	130	108	108	122
CC1(C)CC(=O)C2=C(C1)Oc1c(Cl)cc(Cl)cc1C2	102	101	86	103	91	104	89	84	94
CC(OC(=O)Nc1cccc(Cl)c1)C(=O)OC1CCCCC1 (centres undefined)	108	108	92	98	121	112	98	135	113
CC(=O)C(N=Nc1ccc(-c2ccc(N=NC(C(C)=O)C(=O)Nc3ccccc3C)c(Cl)c2)cc1Cl)C(=O)Nc1ccccc1C (centres undefined)	105	104	98	101	110	102	102	106	95
O=c1cc(CP(=O)(O)O)c2cc(O)c(-c3ccccc3)cc2o1	102	104	95	101	104	108	101	101	102
N/C(=N\c1nc2ccccc2o1)NC(=O)Nc1ccccc1	106	106	98	101	101	104	100	91	106
NC(N)=N/N=C/c1ccc([N+](=O)[O-])cc1	79	104	107	91	125	113	101	93	108
COc1cc(/C=C(\NC(=O)c2ccc([N+](=O)[O-])cc2)C(=O)N2CCCC2)c(OC)cc1C=O	105	110	80	102	103	109	98	110	102
COc1cc(C2N(c3ccc(Cl)cc3)NC(=O)[C@@H]3CCCN23)cc(OC)c1OC (some centres undefined)	93	104	67	91	85	107	105	95	96
OCc1ccccc1Cn1ccnc1	102	106	106	100	107	110	110	101	105
Cn1c(N)c(NC(=S)NC2CCCCC2)c(=O)n(C)c1=O	116	111	/	105	108	105	116	106	105
O=C(N/N=C\c1cccc([N+](=O)[O-])c1)N/N=C/c1cccc([N+](=O)[O-])c1	106	107	99	101	107	119	92	104	101

2 entries from above, with two lines to a compound.
Every second line gives: NCI/ADR-RES, NCI-H460, NCI-H522, NCI-H23, IGROV1, COLO 205, NCI-H226, NCI-H322M, SK-OV-3
- NC(N)=N/N=C/c1ccc([N+](=O)[O-])cc1
 : 79, 104, 107, 91, 125, 113, 101, 93, 108
- COc1cc(/C=C(\NC(=O)c2ccc([N+](=O)[O-])cc2)C(=O)N2CCCC2)c(OC)cc1C=O
 : 105, 110, 80, 102, 103, 109, 98, 110, 102

More records.
SMILES	NCI/ADR-RES	NCI-H460	NCI-H522	NCI-H23	IGROV1	COLO 205	NCI-H226	NCI-H322M	SK-OV-3
O=C(O)c1ccc(O)cc1O	105&105	102&105	90&103	96&98	111&106	98&108	91&100	108&90	94&101
Nc1nc(N)c2nc(CNc3ccc(C(=O)N[C@@H](CCC(=O)O)C(=O)O)c4ccccc34)cnc2n1	21	19	42	25	30	40	35	45	57
CCCCCC1O[C@@H]2CC[C@H]1NC(N)=N2 (some centres undefined)	100	107	101	98	103	115	104	108	104
O=S(=O)(Nc1ccc(Br)c(Cl)c1)c1ccc(-c2cnc(C3CC3)o2)cc1	-15*	12	-18*	30	27	-2.4*	55	39	36
N#Cc1c(-c2cccc(Cl)c2)cc(-c2ccccc2Br)[nH]c1=O	109	101	82	99	98	112	96	101	105
COc1ccc(/C=N\Nc2ccc(S(=O)(=O)c3ccc(N/N=C/c4ccc(OC)cc4)cc3)cc2)cc1	89	99	91	90	98	105	95	85	97
O=C(Nc1ccc(Oc2ccc(F)cc2)c(Cl)c1)c1cccnc1	85	97	72	80	95	120	100	101	110
COc1ccccc1/C=C\C#N	106	109	79	107	107	96	101	108	89
CC(C)N1C(=O)c2ccccc2C1=O	109	99	85	113	105	106	110	94	100
COc1ccc2c(c1)c(-c1nc(N)nnc1-c1c[nH]c3ccc(F)cc13)cn2C	92	91	50	83	67	85	94	80	85
